Assay outcomes (PubChem)
EPAC2 ag: agonists of human EPAC2 (RAPGEF4); Potency, µM (highest dose often 154 µM), for inactives: at the top dose activation, hits mostly activators; hit rate 0.079% among 360,000; AID 720711; Q8WZA2; EPAC2 activation, biochemical qHTS; response scale: 100% = 6.5 mM cAMP response; also: potency is read from the fitted curve at half-maximal effect; nearly all actives have a fitted effect of over 50% in size
Target sequence (Q8WZA2 whole entry, looked up): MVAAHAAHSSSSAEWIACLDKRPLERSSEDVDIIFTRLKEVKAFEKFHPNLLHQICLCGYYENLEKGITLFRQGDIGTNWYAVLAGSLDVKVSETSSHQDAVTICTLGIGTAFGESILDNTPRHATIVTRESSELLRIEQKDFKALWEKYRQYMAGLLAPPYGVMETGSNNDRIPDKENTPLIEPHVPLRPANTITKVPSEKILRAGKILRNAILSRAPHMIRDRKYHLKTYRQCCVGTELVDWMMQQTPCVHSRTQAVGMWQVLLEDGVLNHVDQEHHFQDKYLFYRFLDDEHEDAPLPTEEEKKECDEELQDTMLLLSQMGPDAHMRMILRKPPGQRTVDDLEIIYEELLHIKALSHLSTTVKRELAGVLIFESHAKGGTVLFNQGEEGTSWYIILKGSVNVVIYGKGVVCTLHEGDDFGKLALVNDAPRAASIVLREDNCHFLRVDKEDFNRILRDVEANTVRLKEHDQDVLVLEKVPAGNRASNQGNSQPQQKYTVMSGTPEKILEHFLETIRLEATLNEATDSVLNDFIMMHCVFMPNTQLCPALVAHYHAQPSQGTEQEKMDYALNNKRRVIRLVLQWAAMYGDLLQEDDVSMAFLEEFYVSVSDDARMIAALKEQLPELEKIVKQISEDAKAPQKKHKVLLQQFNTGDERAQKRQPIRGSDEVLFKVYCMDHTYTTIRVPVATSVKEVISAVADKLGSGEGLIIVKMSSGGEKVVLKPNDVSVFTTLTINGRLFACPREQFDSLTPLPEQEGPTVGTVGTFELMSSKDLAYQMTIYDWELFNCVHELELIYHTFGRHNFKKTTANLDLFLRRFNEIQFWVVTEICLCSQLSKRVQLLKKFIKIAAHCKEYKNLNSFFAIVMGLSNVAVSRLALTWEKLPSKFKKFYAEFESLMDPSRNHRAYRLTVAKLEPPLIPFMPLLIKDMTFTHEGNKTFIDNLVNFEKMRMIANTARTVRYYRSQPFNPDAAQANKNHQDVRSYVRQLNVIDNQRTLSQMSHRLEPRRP
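qHTS, titration series. 100 nM EPAC2 / 250 nM Rap1B-BODIPY-GDP / 50 uM GDP; RT; ex 480/em 540 nm, 5-min reads to 30 min. Norm. to 6.5 mM cAMP = activation.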
IL2 activator: IL-2 activation; AID 652025; activation, % (series mostly up to about 46 µM); IL-2 activation reporter assay, cell-based qHTS; stimulated with anti-CD3/CD4/CD28 beads; in transgenic mouse T cells; hit rate 0.065% among 360,000; in the data active = activation above about 50%; inconclusive = mostly about 30% to 49%; also: 0% is about no effect
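Unstimulated transgenic mouse T cells preincubated 60 min with compound, then stimulated with anti-CD3/anti-CD4-coated beads plus anti-CD28 for 18 h at 37 degrees C. IL-2 response read as EGFP and DsRed fluorescence by plate cytometry.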
ATXN2 expr inh: reduces ATXN2 reporter expression in HEK-293 cells; HEK-293 ATXN2-luciferase reporter, luminescence, 24 h; Potency, µM (top dose mostly 57 µM), inactives show at the highest dose activity change, negative = inhibition, actives largely listed as inhibitors; hit rate 0.72% among 360,000; AID 1745845; also: potency is read from the fitted curve at half-maximal effect; % is scaled to controls: 0 for no effect and ±100 for the full control effect; nearly all actives have a fitted effect of over 55% in size
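qHTS (up to 57 uM final) was run with 24 h compound exposure of reporter cells at 37 °C. Each well was multiplexed: SteadyGlo luminescence measured ATXN2-luciferase expression after a fluorogenic Gly-Phe-AFC viability readout (25 uM final).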
A549 tox: counter-screen for Nrf2 inhibitors: cytotoxicity in A549 cells; A549 ARE-Fluc cells, CellTiter-Fluor viability, 18-24 h; hit rate 0.16% among 390,000; Potency, µM (highest dose often 46 µM), inactives show at the highest dose activity change, negative = cytotoxicity, hits mostly inhibitors; AID 504648; also: potency is read from the fitted curve at half-maximal effect; % is scaled to controls: 0 for no effect and ±100 for the full control effect
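A549 ARE-Fluc cells in 5% FBS OPTI-MEM, 5000 cells/well, rested 2 h then exposed to compounds in concentration-response for 18-24 h at 37 °C. Viability by CellTiter-Fluor fluorescence (Ex 405/Em 525) after 30 min; luciferase luminescence (BugLite, 15 min, RT) read afterwards.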
Nrf2 activator: Nrf2 pathway activation | Potency, µM (titrated, usually from 46.1 µM), for the others: at the highest dose activation, usual class: activators | AREc32 ARE-luciferase reporter (MCF7-derived line), luminescence, 24 h | hit rate 0.31% among 410,000 | AID 624171; also: potency is read from the fitted curve at half-maximal effect; % of control where 0% means no effect; nearly all actives have a fitted effect of over 65% in size
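ARE-driven firefly luciferase activity in AREc32 cells measured after a 24 hr compound exposure at 37 deg C, using Steady-Glo reagent and a 30 min room-temperature hold.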
S2 tox: cell viability loss in ATXN counter-screen | hit rate 0.49% among 400,000 | AID 651635 | S2 cells (HEK-293 line with an ATXN2-luciferase reporter) viability, CellTiter-Fluor protease fluorescence, 24 h | Potency, µM (doses to about 56.7 µM), usual class: cytotoxic; also: potency is read from the fitted curve at half-maximal effect; nearly all actives have a fitted effect of over 40% in size
TGFb inhibitor: blocks TGF-b signaling | Potency, µM (highest dose often 46.1 µM), for inactives: at the top dose activity, negative = inhibition, actives largely listed as inhibitors | hit rate 1.2% among 410,000 | HepG2 CAGA-GFP TGF-b/SMAD3 reporter, GFP fluorescence, 18 h; TGF-beta stimulated, 500 pg/mL final; also: potency is read from the fitted curve at half-maximal effect; % is scaled to controls: 0 for no effect and ±100 for the full control effect; nearly all actives have a fitted effect of over 65% in size
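Cell-based qHTS in HEPG2 carrying a CAGA-GFP Smad reporter; compounds added before 500 pg/mL final TGF-beta, 18 h incubation at 37 degrees C, GFP fluorescence quantified per cell by imaging cytometry.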
Nrf2 inh: blocks Nrf2 signaling. Potency, µM (highest dose often 46 µM), for the others: at the top dose activity change, negative = inhibition, most hits filed as inhibitors. AID 504444. A549 ARE-Fluc reporter, luciferase luminescence, 18-24 h. hit rate 2.1% among 360,000; also: potency is read from the fitted curve at half-maximal effect; % is scaled to controls: 0 for no effect and ±100 for the full control effect; nearly all actives have a fitted effect of over 60% in size
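A549 ARE_Fluc cells, 5000/well, 5% FBS OPTI-MEM; compounds in dose-response, 18-24 h at 37 °C/5% CO2; CellTiter-Fluor viability read (Ex 405/Em 525), then BugLite luciferase luminescence = Nrf2 activity.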
HepG2 tox: HepG2 cytotoxicity, counter-screen for TGF-b inhibitors | HepG2 CAGA-GFP viability, ATP luminescence, 18 h | Potency, µM (titrated, usually from 46.1 µM), inactives show top-dose activity change, negative = cytotoxicity, hits mostly cytotoxic | hit rate 0.76% among 410,000 | AID 588856; also: potency is read from the fitted curve at half-maximal effect; some results filed as inactive show a strong effect at the top dose
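CellTiter-Glo luminescence gave cytotoxicity after 18 hours at 37 degrees C. The cells were HepG2 CAGA-GFP in 1% FBS DMEM, stimulated with 500 pg/mL TGF-beta after compound addition. %Activity was normalised to no-cell wells (complete cell-killing) and DMSO (no toxicity), and curves were fitted and classified.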
* = called active by the depositor; i = inactive; u = inconclusive; x = not tested or not shown; & = joins results of further samples; [ ] = another dose, or the depositor's remark. Unless noted, calls follow the shape of the dose curve; as a rule, active = well fitted curve in the direction sought with a large enough effect; inconclusive = small, poorly fitted or top-dose-only effect, or another doubt; inactive = no such curve, though single readings can be large; an effect the other way counts as inactive or inconclusive. Hits appear at their usual frequency. Share with any hit: about 4.3%.

SMILES	EPAC2 ag	IL2 activator	ATXN2 expr inh	A549 tox	Nrf2 activator	S2 tox	TGFb inhibitor	Nrf2 inh	HepG2 tox
Cc1nnc(SCCn2c(N3CCN(Cc4ccccc4)CC3)nc3c2c(=O)[nH]c(=O)n3C)s1	4%	0.7	1%	1%	-0.2%	i	17%	-1%	12%
COc1ccc(O)c(/C=N/NC(=S)Nc2cccnc2)c1	6%	0.5	x	0%	-1.0%	i	u	4%	-22%
Cc1ccc2c(c1)C1C=CCC1C(C(=O)NCCCN1CCOCC1)N2 (stereo not given)	6%	-0.4	1%	-5%	0.0%	i	13%	-11%	7%
c1nc(N2CCOCC2)c2[nH]cnc2n1	5%	0.0	-5%	2%	-0.6%	i	7%	-3%	-9%
O=Cc1cccc(OC(=O)Nc2ccccc2)c1	10%	-3.1	17%	-5%	0.5%	i	4%	4%	-11%
CC1Nc2ccc(C(=O)NC3CCCCC3)cc2NC1=O (stereo not given)	5%	0.8	-2%	1%	0.0%	i	27%	-17%	9%
CCCCN(C)CCCNC(=O)c1cccc(N2CCCC2=O)c1	9%	-0.6	-4%	10%	-0.1%	i	0%	22%	-15%
CCNS(=O)(=O)c1c(C)cc(N2CCCC2=O)cc1C	5%	0.5	u	7%	-0.8%	i	-15%	-8%	-12%
O=C(NC1CC1)C1CCN(c2nc3ccccc3s2)CC1	7%	-3.0	31%[activator]	1%	1.8%	i	17%	-20%	-1%
COc1ccc(C2/C=C\CN(C(=O)c3ccccc3)[C@H](Cc3ccccc3)C(=O)N2Cc2ccc(F)cc2)cc1 (stereo not given in full)	0%	-0.9	-10%	-5%	5.4%	u	-25%	u	3%
COc1cccc(C(Nc2ccccn2)c2oc(CO)cc(=O)c2O)c1 (stereo not given)	2%	0.5	x	0%	4.4%	u	-3%	1%	1%
CCOC(=O)CNC(=O)CSc1nnc(COc2ccc(Cl)cc2)n1CC	-18%	-0.4	0%	-3%	-0.5%	i	-2%	x	8%
COc1cc(C2C=C(C34CC5CC(CC(C5)C3)C4)NC(=S)N2)cc(OC)c1OC (stereo not given)	-9%	-0.3	-21%	-13%	0.4%	i	-12%	23µM*	-16%
CC1(C)NC(=O)N(CC(O)COc2ccccc2-c2ccccc2)C1=O (stereo not given)	-9%	2.9	4%	4%	0.2%	u	0%	-6%	-16%
CCOC(=O)c1c(S(=O)(=O)N2CCCC(C(=O)Nc3ccc(OCC)cc3)C2)c(C)n(C)c1C (stereo not given)	x	x	-3%	4%	-0.9%	i	-5%	x	-4%
CC1(C(=O)Nc2cnc3ccccc3c2)CCN1C(=O)CC(c1ccccc1)c1ccccc1 (stereo not given)	3%	0.4	u	x	-1.6%[9.22 µM]	u	u	x	-33%
CSc1cccc(CN2CCCC(CNC(=O)c3ccc(F)cc3)C2)c1 (stereo not given)	5%	-0.4	x	-3%	0.2%	i	1%	-6%	-19%
O=C(COC(=O)C1CCCN1C(=O)C12CC3CC(CC(C3)C1)C2)c1ccc(Br)cc1 (stereo not given)	13%	-3.6	-30%	5%	0.4%	i	-9%	6%	9%
OC[C@@H]1[C@@H](c2ccc(F)cc2)C(c2ccccc2)=NN1c1ccccc1	18%	0.3	u	u	-3.1%	x	u	u	-99%
CCOc1ccc(N(CC(=O)Nc2ccc(C)c(Cl)c2)S(C)(=O)=O)cc1	1%	-0.2	-6%	-2%	4.4%	i	u	u	-50%
COc1ccc(Br)cc1CNC(=O)CCC(=O)N1CCSc2ccccc21	7%	-1.3	-8%	3%&-1%	0.3%&4.5%	i	u	-26%&-27%	1%&-20%
CCN(CC)CCN1C(=O)C2C(C(=O)Nc3cccc(SC)c3)C3C=CC2(O3)C1C(=O)NC1CCCC(C)C1C (stereo not given)	7%	-0.3	-2%	-8%	-0.6%	i	-1%	6%	-11%
O=C(NCCCn1ccnc1)C1CCCN(S(=O)(=O)c2ccc(F)cc2)C1 (stereo not given)	-10%	2.2	8%	1%	-0.1%	i	1%	4%	-3%
CC(C)(C)C(=O)Nc1nc2c(c(=O)[nH]1)CCCC2	7%	2.2	0%	4%	-1.1%	i	-12%	1%	-13%
COc1cccc(N2CCN(S(=O)(=O)c3ccc(-c4ccno4)cc3OC)CC2)c1	x	x	2%	-8%	2.7%	i	-21%	x	1%

Limited to HepG2 tox and EPAC2 ag, for three of the compounds above:
SMILES	HepG2 tox	EPAC2 ag
COc1ccc(O)c(/C=N/NC(=S)Nc2cccnc2)c1	-22%	6%
Cc1ccc2c(c1)C1C=CCC1C(C(=O)NCCCN1CCOCC1)N2 (stereo not given)	7%	6%
c1nc(N2CCOCC2)c2[nH]cnc2n1	-9%	5%

More results follow:
SMILES	EPAC2 ag	IL2 activator	ATXN2 expr inh	A549 tox	Nrf2 activator	S2 tox	TGFb inhibitor	Nrf2 inh	HepG2 tox
O=C(N/N=C/c1ccc(OCC2COCCO2)cc1)c1ccc(Br)cc1 (stereo not given)	5%	-3.6	-5%	4%	3.0%	i	-12%	1%	-15%
Cc1cc(C)cc(-n2c(N)c(C(=O)Nc3c(C)n(C)n(-c4ccccc4)c3=O)c3nc4ccccc4nc32)c1	-2%	0.9	-18%	1%	0.1%	i	-26%	5%	-25%
COc1cc(-c2nc(S(=O)(=O)c3ccc(C)cc3)c(N3CCOCC3)o2)cc(OC)c1OC	12%	-3.1	0%	0%	0.6%	i	1%	u	-17%
CN(C)c1ccc(C=NN2CCCCCC2)cc1	4%	0.2	35%[activator]	2%	4.8%	i	17%	u	9%
Cn1c(=O)n(C)c2cc(NC(=O)COc3ccccc3)ccc21	5%	-0.6	x	1%	5.1%	i	6%	-9%	2%
Cn1c(COc2ccccc2)nnc1SCC(=O)NC1CCCC1	-3%	-0.4	-20%	-8%	-0.2%	i	-2%	-5%	37%
O=C(NC1CCCN(c2ccc(C(F)(F)F)cn2)C1)c1ccncc1 (stereo not given)	-1%	-1.5	-7%	1%	-0.4%	i	4%	-18%	3%
Cc1ccc(NC(=O)Cc2n[nH]c(=S)n2C)cc1	2%	2.2	-2%	-6%	0.5%	u	6%	-10%	3%
CCC(C)n1c(=S)[nH]c2c(sc3ccc([N+](=O)[O-])cc32)c1=O (stereo not given)	-3%	0.8	u	u	1.2%	i	7%	u	-27%
O=C(c1ccc(Cl)c(NC2=NC3CS(=O)(=O)CC3S2)c1)N1CCN(c2ccc(F)cc2)CC1 (stereo not given)	2%	-3.0	2%	0%	0.3%	i	4%	-11%	-6%
COc1ccc(NC(=O)c2cc3c(s2)-c2c(C)cccc2OC3)c(OC)c1	x	x	-21%	-3%	0.7%	i	-2%	-19%	-14%
O=C(Nc1cc(C(F)(F)F)ccc1N1CCCCC1)c1ccco1	-2%	-3.9	-2%	2%	0.4%	i	-3%	x	6%
O=C(O)CSc1ncnc2c1sc1nc(-c3ccccc3)c3c(c12)CCC3	18%	-0.2	x	1%	-0.3%	i	-4%	-2%	12%
Cc1ccccc1NC(=S)N1CCOCC1	16%	0.3	x	14%	-0.2%	i	-2%	10%	-14%
CCOc1ccc(CNC(=O)c2cnc3sc(N4CCCCCC4)nn3c2=O)cc1OC	x	x	x	4%	0.0%	x	-1%	u	-2%
O=C(CSc1nnc(Cc2cccs2)n1-c1ccccc1)NCc1ccc2c(c1)OCO2	4%	0.2	-6%	-1%	-0.5%	i	-8%	u	-4%
O=C1NC[C@H](CCCCN2CCN(CCc3ccccc3)C(=O)C2=O)N(CCC2CCCCC2)C1=O	1%	0.3	-17%	x	-0.4%	u	x	x	x
CCOCCCNC(=O)C(c1ccc(C)cc1)N(Cc1ccc2c(c1)OCO2)C(=O)c1ccccc1O (stereo not given)	x	x	0%	-7%	0.6%	i	-11%	2%[9.27 µM]	-5%
COc1ccc(Br)cc1CNC(=O)CN1C(=O)c2cccnc2Oc2ccc(C)cc21	x	x	x	5%	0.5%	x	u	-11%	-11%
CCOc1ccc2oc(C(=O)OCC(=O)NC3CC3)c(C)c2c1	2%	1.1	6%[11.3 µM]	2%	0.3%	i	-3%	13%	-4%
Cc1ccc(CCNC(=O)C2CCN(S(=O)(=O)c3ccc4nc5c(c(C(=O)O)c4c3)CCCC5)CC2)cc1	3%	-1.4	3%	1%	-0.5%	i	25%	6%	16%
Cc1nc(NCCc2ccc(F)cc2)c2nnn(Cc3ccccc3)c2n1	-2%	1.0	-12%	16%	-0.5%	i	-2%	11%	0%
COc1ccc(C2(C(=O)Nc3cc(C)on3)CCOCC2)cc1	-2%	-0.1	-15%	3%	-0.5%	i	9%	1%	-13%
CCOC(=O)c1cc2c(=O)n3ccccc3nc2n(CCOC)c1=NC(=O)c1ccncc1	2%	-2.5	-5%	-21%	-0.1%	i	0%	-10%	-16%
COC(=O)c1cc(C(=O)OCC(=O)Nc2ccc(N3CCOCC3)cc2)cc([N+](=O)[O-])c1	2%	0.8	8%	1%	-2.0%	i	-3%	8%	0%
Cn1c(=O)c2[nH]c(CCCc3nc4ccccc4[nH]3)nc2n(C)c1=O	-4%	1.2	-6%	1%	-0.3%	i	21%	5%	8%
N#Cc1ccc(OCc2nnc(SCC(=O)N3CCCc4ccccc43)n2-c2ccccc2)cc1	4%	-1.1	-9%	0%	2.8%	i	-3%	-11%	-44%

Three of the entries above in order of their number in EPAC2 ag, rising:
Structure	EPAC2 ag
COc1ccc(C2(C(=O)Nc3cc(C)on3)CCOCC2)cc1	-2%
N#Cc1ccc(OCc2nnc(SCC(=O)N3CCCc4ccccc43)n2-c2ccccc2)cc1	4%
O=C(O)CSc1ncnc2c1sc1nc(-c3ccccc3)c3c(c12)CCC3	18%
